Bioassay records from PubChem.
DDE Tn6 FP inh – disrupts Tn6 cyclic peptide binding to fibrin D-Dimer-E complex; AID 720509; 370,000 tested, 0.21% active; Fibrin DD(E) TRITC-Tn6 fluorescence polarization displacement; inhibition, % at 8.3 µM;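 active means inhibition above a per-campaign cutoff: mean of compounds within control limits plus 3 SD, cut at about 15% in these data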;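 further: 0% = median of all compound wells on the plate and 100% = blocking peptide control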
LEDGF integ inh – blocks HIV-1 LEDGF/p75-dependent DNA integration; AID 743269; TR-FRET IN-LEDGF/p75 DNA integration, Eu/Cy5; 370,000 tested, 0.64% active; inhibition, % at 3.7 µM;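 active means inhibition above the screen-wide mean plus 3 SD, cut at about 13% in these data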;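 further: signal is the Cy5 over europium emission ratio at 671 and 618 nm; 0% = plate median of compound wells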
ARFGAP1 inh – rat ARFGAP1 inhibition; Q62848; inhibition, % at 16.5 µM; 360,000 tested, 0.26% active; Arfgap1-stimulated ARF1 GTP hydrolysis, GDP FP detection; AID 651572;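 active means inhibition above a per-plate limit, mean inhibition of low control wells plus 3 SD, cut at about 25% in these data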;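 further: 0% = DMSO wells with enzyme and 100% = wells lacking Arfgap1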
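Repeats: one replicate per compound; assay system: rat Arfgap1 catalytic domain, aa 1-136; times: enzyme reaction 120 min at 25 °C after 20 min preincubation; detection: FP of antibody-bound GDP Alexa 633 tracer, ex 620/em 688 nm; benchmarks: high control wells lacking Arfgap1, low control full reaction with DMSO; reagent: human ARF1(Δ1-17)-GTP substrate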
PLC-gamma1 inh – blocks human PLC-gamma1 enzyme activity | inhibition, % at 12.2 µM | P19174 | 370,000 tested, 0.84% active | purified PLC-gamma1, fluorogenic substrate, fluorescence | AID 720700; in the data active means inhibition above about 9.5%
ADAM10 inh – inhibits human ADAM10; recombinant ADAM10, EDANS/DABCYL FRET peptide cleavage, 3 h; inhibition, % at 7 µM; 370,000 tested, 0.62% active; AID 720582;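 active means inhibition above a per-campaign cutoff equal to the mean of compounds falling between control-based bounds plus 3 SD, cut at about 20% in these data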;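 further: 0% = DMSO wells while the 100% control is not disclosed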
ASAP1 inh – ASAP1 ArfGAP inhibition | Q9ULH1 | ASAP1-stimulated ARF1 GTP hydrolysis, GDP FP detection | inhibition, % at 16.5 µM | 360,000 tested, 0.19% active; in the data active means inhibition above about 25%;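 further: 0% = vehicle with enzyme and substrate and 100% = no enzyme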
Target sequence (Q9ULH1 325-724 limits assumed): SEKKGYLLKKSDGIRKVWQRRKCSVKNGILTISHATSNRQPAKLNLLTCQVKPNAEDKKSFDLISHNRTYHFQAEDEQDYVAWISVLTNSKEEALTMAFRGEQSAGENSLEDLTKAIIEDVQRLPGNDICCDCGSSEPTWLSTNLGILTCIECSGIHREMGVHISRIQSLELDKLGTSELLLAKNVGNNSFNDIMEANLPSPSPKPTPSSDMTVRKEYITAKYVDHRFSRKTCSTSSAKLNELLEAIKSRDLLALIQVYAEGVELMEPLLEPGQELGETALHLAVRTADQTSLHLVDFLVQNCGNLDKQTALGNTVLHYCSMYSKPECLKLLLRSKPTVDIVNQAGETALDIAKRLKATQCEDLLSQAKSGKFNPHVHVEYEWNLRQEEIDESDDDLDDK
DDE Tn7 FP inh – disrupts Tn7 cyclic peptide binding to fibrin D-Dimer-E complex; inhibition, % at 8.3 µM; P02675; 370,000 tested, 0.13% active; FP displacement of FITC-Tn7 peptide from fibrin DD(E); 0% = median of compound wells per plate;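 active means inhibition above the mean of compounds falling within the control limits plus 3 SD of them, cut at about 14% in these data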;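 further: 0% = plate median of compound wells and 100% = 10 µM Aha-Tn7 peptide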
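Also added: labelled Tn7 tracer, 0.1 µM; Assay system: human fibrin DD(E) protein; Amount: 2 µM fibrin DD(E); Schedule: 10 min compound pre-incubation, 3 h probe incubation at room temperature; Repeats: one replicate per compound; Read-out basis: percent inhibition; Measured by: fluorescence polarization of the labelled Tn7 tracer.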
ADAM17 inh – inhibits human ADAM17. P78536. recombinant ADAM17, EDANS/DABCYL FRET peptide cleavage. inhibition, % at 6.95 µM. 370,000 tested, 0.83% active. AID 720648;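 active means inhibition above the mean of compounds lying between control limits plus 3 SD, set per campaign, cut at about 8.5% in these data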;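 further: 0% = DMSO-only wells as the low control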
TDP2 inh – TDP2 (human) inhibition, absorbance primary screen | O95551 | recombinant TDP2, T5PNP hydrolysis, p-nitrophenol absorbance 415 nm | inhibition, % at 12.8 µM | 370,000 tested, 0.34% active | AID 720702;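 active means inhibition above the mean of all tested compounds plus 3 SD, set per campaign, cut at about 25% in these data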;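 further: 0% = DMSO with enzyme and 100% = buffer with substrate but no TDP2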
Target sequence (O95551 whole entry, looked up): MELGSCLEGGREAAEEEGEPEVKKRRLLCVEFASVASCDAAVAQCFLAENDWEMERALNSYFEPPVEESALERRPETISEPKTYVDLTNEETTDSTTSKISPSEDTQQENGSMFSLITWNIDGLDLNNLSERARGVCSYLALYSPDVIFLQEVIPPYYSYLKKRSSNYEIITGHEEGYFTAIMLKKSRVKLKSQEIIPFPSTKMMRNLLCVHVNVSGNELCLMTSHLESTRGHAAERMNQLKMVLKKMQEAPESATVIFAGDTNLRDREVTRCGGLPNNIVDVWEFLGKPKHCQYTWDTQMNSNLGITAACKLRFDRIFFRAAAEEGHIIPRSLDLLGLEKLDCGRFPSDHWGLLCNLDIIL
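Test system: Human TDP2 enzyme | Reagent: 5 mM T5PNP | Compound dosing: 12.8 µM single point, 1% DMSO | Incubation: Enzyme reaction with compound for 2 h at 37 °C | Technique: p-Nitrophenol epi absorbance | Read-out: % inhibition relative to enzyme-containing and enzyme-free wells | Benchmarks: High control without enzyme, low control DMSO plus TDP2 | Replicates: Singlicate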
proKLK7 act – proKLK7 (human) activation, primary screen; purified proKLK7, EDANS-DABCYL substrate fluorescence; 100% is mature enzyme control, 0% vehicle; activation, % at 7 µM; 370,000 tested, 0.9% active; AID 652039;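 active means activation above the mean of all tested compounds plus 3 SD, computed per campaign excluding outliers beyond control limits, cut at about 13% in these data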
Target sequence (P49862 whole entry, looked up): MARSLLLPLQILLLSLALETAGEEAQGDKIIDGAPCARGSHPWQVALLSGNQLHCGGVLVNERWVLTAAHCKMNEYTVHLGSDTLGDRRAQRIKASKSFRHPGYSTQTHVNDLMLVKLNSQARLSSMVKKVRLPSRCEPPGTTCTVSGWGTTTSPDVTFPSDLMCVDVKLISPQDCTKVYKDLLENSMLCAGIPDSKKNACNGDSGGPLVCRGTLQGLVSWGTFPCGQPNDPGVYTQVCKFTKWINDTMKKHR
Numbers without * were called inactive; . = no result given.

SMILES	DDE Tn6 FP inh	LEDGF integ inh	ARFGAP1 inh	PLC-gamma1 inh	ADAM10 inh	ASAP1 inh	DDE Tn7 FP inh	ADAM17 inh	TDP2 inh	proKLK7 act
CCN(CC(=O)N1CCCC1)S(=O)(=O)c1ccccc1	-2	-8	11	-2	-2	-9	3	-2	2	-0.4
Cc1ccc(S(=O)(=O)N(C)c2ccc(OCC(=O)Nc3ccc(S(C)(=O)=O)cc3)cc2)cc1	1	-2	-2	4	-4	-2	1	6	-11	-0.1
S=c1[nH]c2cc(-c3ccccc3)ccc2o1	2	-2	2	3	-9	8	-2	-4	-2	-0.6
Cc1ccc(C)c(N(CC(=O)NCc2ccc3c(c2)OCO3)C(=O)CCC(=O)Nc2ccccn2)c1	-2	1	5	0	6	-12	5	-5	-1	0.3
Cc1cc(C)c(-c2csc(NC(=O)c3n[nH]c(=O)c4ccccc34)n2)c(C)c1	4	0	2	0	1	14	-2	0	8	0.2
O=[N+]([O-])c1ccc(C2=Nc3cc(Cl)ccc3OC2)cc1	-7	-1	1	1	4	7	-6	-3	-6	0.2
O=[N+]([O-])c1ccc(-c2ccc(/C=N/Nc3nc(N4CCCC4)nc(N4CCCC4)n3)o2)cc1	4	-1	5	-24	-4	3	5	-2	-14	-0.5
CC(C)[C@H](N)C(=O)NC[C@H](CC(=O)NC[C@H]1CC[C@H](C(=O)O)CC1)c1ccc(Cl)cc1	4	-9	7	2	-2	1	-5	-4	-3	-0.2
NC(N)=N/N=C/c1ccc(Br)cc1	-5	4	1	6	2	13	-12	5	-1	0.1
COc1ccc(C(=O)N2CCC(C)(C(=O)NS(=O)(=O)C3CC3)C2)cc1 (configuration not stated)	3	-3	-3	1	-3	6	-1	0	1	-0.2
Cc1c(C(=O)N(C)CCOc2ccccc2)oc2c(Cl)cccc12	-6	2	0	1	-2	13	-4	4	-8	-0.2
CN(C(=O)c1ccco1)c1nc(-c2ccc(F)cc2)cs1	5	-7	-12	-2	0	-6	5	-3	-4	0.5
O=C(COC(=O)/C=C/c1ccccc1[N+](=O)[O-])NCc1ccco1	-3	-1	13	9	-1	-11	-9	8	-17	-0.1
CC1CCc2nc(NC(=O)CN3CCN(c4ccccc4)CC3)sc2C1 (configuration not stated)	3	-1	-1	-1	-2	-1	8	-2	1	0.2
CCCC(C)C(=O)Nc1nc(C)c(-c2csc(Nc3ccc(Cl)cc3)n2)s1 (configuration not stated)	2	0	20	-13	-6	15	-7	-1	-7	-0.8
c1ccc(CN2C3=NCCCN3c3ccccc32)cc1	-1	0	2	4	-4	13	-5	-1	-5	1.0
O=C(Nc1ccc(F)c(F)c1)C1CCN(S(=O)(=O)c2cccs2)CC1	-5	-8	5	5	4	-11	1	8	-10	-0.2
COc1cc(Br)c(C2C(C#N)=C(N)Oc3n[nH]c(-c4cccnc4)c32)cc1OC (configuration not stated)	0	7	0	0	-7	3	-4	-3	43*	0.2
CC(C)n1c(SCC(N)=O)nc2c1c(=O)[nH]c(=O)n2C	8	0	4	5	5	13	4	-3	12	0.2
CCCN1Cc2cccc(C(=O)NC(CC(=O)OCC)c3ccc(C)cc3)c2C1=O (configuration not stated)	9	-1	8	4	5	1	4	3	-5	0.7
Cc1ccc(OCc2ccc(C(=O)Nc3nc4ccccc4n3Cc3ccccc3)o2)c([N+](=O)[O-])c1	-7	0	5	-1	2	-6	-3	-3	10	-0.2
COC(=O)C1=C(C)N(c2ccc(Br)cc2)C(=O)/C1=C\c1ccco1	-4	-3	8	1	-14	-10	-5	1	-4	-0.7
O=C(Nc1ccccc1OC(F)F)C1CC(=O)N(Cc2ccccc2)C1 (configuration not stated)	-1	0	9	-2	2	-1	-6	-1	1	0.4
Cc1ccc(Nc2nnc(SCC(=O)NC3CCCc4ccccc43)s2)cc1 (configuration not stated)	-2	1	10	4	7	4	-4	1	3	0.4
O=C(CN1CCC(C(=O)O)CC1)Nc1ccccc1Oc1ccccc1	8	-7	9	0	-2	-2	2	0	-7	-0.5
COc1cc2c(cc1NC(=O)c1cc(-c3ccncc3)nc3ccccc13)oc1ccccc12	-4	1	6	-3	-19	8	3	-9	-9	-0.3
COc1ccc(C(=O)NCC(=O)NCc2ccc3c(c2)OCO3)cc1[N+](=O)[O-]	8	-5	-9	-3	-7	-10	-2	-6	9	-0.2
COc1ccc(/C=C(/NC(=O)c2ccccc2)C(=O)NCC2CCCO2)cc1 (configuration not stated)	0	-5	9	-1	0	-2	-5	-2	8	-0.5
COc1ccc(CNC(=O)C2CCN(C(=O)c3ccccc3)CC2)cc1	-3	3	-4	3	3	7	-1	1	-1	-0.4
O=C(O)c1ccsc1Cc1cccs1	8	-1	3	-1	-4	8	-4	-3	5	0.0
C=CCn1cccc(C(=O)Nc2ccc(OC)cc2)c1=O	-4	-2	-9	-8	-6	-19	3	2	1	0.3
CCCCc1cc(=O)oc2cc(OC3CCCCC3=O)ccc12 (configuration not stated)	-2	18*	1	-2	-31	7	5	-10	-5	0.2
O=C(O)CCC(=O)Nc1sc2c(c1C(=O)NC1CCCC1)CCCC2	-2	2	-14	3	-13	-8	2	-1	-8	-0.4
Cc1ccccc1C(=O)Nc1cccc(NC(=O)c2ncn[nH]2)c1	-3	-2	2	-1	-11	6	1	1	-1	0.5
N=C1/C(=C/c2ccc(OC(=O)c3ccco3)cc2)C(=O)N=C2SC=CN12	1	0	0	-45	-127	6	-2	-43	-16	2.3
Cc1ccc(CN2CCCCC(NC(=O)Nc3ccccc3)C2=O)cc1 (configuration not stated)	-3	1	.	0	-2	.	12	-5	3	0.5
CC(C)(C)c1cnnn1-c1ccc(NC(=O)c2ccc3c(c2)OCO3)cc1	-11	4	9	1	2	-1	-10	0	6	0.2
COCC(=O)N(C)c1nnc(-c2ccc([N+](=O)[O-])cc2)s1	1	0	1	5	0	10	4	-8	-9	0.2
COc1ccc(/C(O)=C2/C(=O)C(=O)N(CCCN3CCOCC3)C2c2ccc(OC)cc2)cc1 (configuration not stated)	1	4	0	-3	16	-1	3	0	-6	0.3
O=C(COc1ccc(Br)cc1Cl)NC(=O)Nc1ccc2c(c1)OCCO2	-6	7	6	0	-3	0	-2	-2	-9	-0.2

As a working copy, twelve of the compounds above.
SMILES	DDE Tn6 FP inh	LEDGF integ inh	ARFGAP1 inh	PLC-gamma1 inh	ADAM10 inh	ASAP1 inh	DDE Tn7 FP inh	ADAM17 inh	TDP2 inh	proKLK7 act
COc1cc2c(cc1NC(=O)c1cc(-c3ccncc3)nc3ccccc13)oc1ccccc12	-4	1	6	-3	-19	8	3	-9	-9	-0.3
COc1ccc(C(=O)NCC(=O)NCc2ccc3c(c2)OCO3)cc1[N+](=O)[O-]	8	-5	-9	-3	-7	-10	-2	-6	9	-0.2
COc1ccc(/C=C(/NC(=O)c2ccccc2)C(=O)NCC2CCCO2)cc1 (configuration not stated)	0	-5	9	-1	0	-2	-5	-2	8	-0.5
COc1ccc(CNC(=O)C2CCN(C(=O)c3ccccc3)CC2)cc1	-3	3	-4	3	3	7	-1	1	-1	-0.4
O=C(O)c1ccsc1Cc1cccs1	8	-1	3	-1	-4	8	-4	-3	5	0.0
C=CCn1cccc(C(=O)Nc2ccc(OC)cc2)c1=O	-4	-2	-9	-8	-6	-19	3	2	1	0.3
CCCCc1cc(=O)oc2cc(OC3CCCCC3=O)ccc12 (configuration not stated)	-2	18*	1	-2	-31	7	5	-10	-5	0.2
O=C(O)CCC(=O)Nc1sc2c(c1C(=O)NC1CCCC1)CCCC2	-2	2	-14	3	-13	-8	2	-1	-8	-0.4
Cc1ccccc1C(=O)Nc1cccc(NC(=O)c2ncn[nH]2)c1	-3	-2	2	-1	-11	6	1	1	-1	0.5
N=C1/C(=C/c2ccc(OC(=O)c3ccco3)cc2)C(=O)N=C2SC=CN12	1	0	0	-45	-127	6	-2	-43	-16	2.3
Cc1ccc(CN2CCCCC(NC(=O)Nc3ccccc3)C2=O)cc1 (configuration not stated)	-3	1	.	0	-2	.	12	-5	3	0.5
CC(C)(C)c1cnnn1-c1ccc(NC(=O)c2ccc3c(c2)OCO3)cc1	-11	4	9	1	2	-1	-10	0	6	0.2

The results go on:
SMILES	DDE Tn6 FP inh	LEDGF integ inh	ARFGAP1 inh	PLC-gamma1 inh	ADAM10 inh	ASAP1 inh	DDE Tn7 FP inh	ADAM17 inh	TDP2 inh	proKLK7 act
Cc1noc(C)c1-c1ccc(C(=O)Nc2ccccc2)c2occc12	-2	2	1	1	6	1	-5	0	0	-0.4
N#Cc1cn(Cc2ccccc2)c(=O)[nH]c1=O	-2	-3	-4	1	1	7	5	-2	8	0.5
CCCCN(C)C/C(O)=C(\C#N)c1nc(-c2ccccc2)cs1	-2	-1	-1	-1	0	-6	-3	-2	17	0.4
CCOc1ccc(CC(=O)C2=C(N3CCOCC3)CC(C)(C)CC2=O)cc1OCC	-2	0	-1	1	-6	-6	2	-5	8	0.1
Cc1ccc(-c2nc(NC(=O)c3cc(C(C)(C)C)nn3C)sc2C)cc1Cl	-5	4	5	0	-13	15	0	-5	8	0.2
C[C@H](c1ccccc1)N1C[C@@H](COCc2ccccc2)Oc2cccc(Oc3ccc(F)cc3)c2S1(=O)=O	7	0	2	0	2	-3	-2	0	8	0.1
O=C(CSc1ncn[nH]1)NCCc1ccccc1	0	0	-1	4	12	1	4	-1	-7	0.0
COc1ccccc1CC(=O)Nc1ccc(S(=O)(=O)N2CCOCC2)cc1	-7	5	-2	-1	-3	4	6	1	4	0.1
COc1ccc(C(CNC(=O)c2sccc2C)N2CCOCC2)cc1 (configuration not stated)	0	4	-1	-5	-1	6	-1	-3	-7	0.0
